EPAC1 antagonist: qHTS for Antagonist of cAMP-regulated guanine nucleotide exchange factor 3 (EPAC1): primary screen; EPAC1 GEF assay, Rap1b-BODIPY-GDP exchange fluorescence; Potency, µM (titrated, usually from 115 µM), inactives show top-dose activity change, negative = inhibition, most hits filed as inhibitors; hit rate 0.14% among 360,000;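 also: plate controls were vehicle for no effect and positive control for full effect; nearly all actives have a fitted effect of over 50% in size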
FUS yeast rescue: qHTS for Suppressors of FUS Proteinopathy: Primary screen using FUS-linked yeast assay; hit rate 0.24% among 390,000; S. cerevisiae FUS-expressing, growth rescue, OD600, 24 h; Potency, µM (highest dose often 76.6 µM), without a hit: at the top dose growth rescue (activation), usual class: activators;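 also: plate controls were DMSO vehicle for no effect and reference control for full effect; nearly all actives have a fitted effect of over 55% in size; some results filed as inactive show a strong effect at the top dose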
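Read-out: OD at 600 nm after 24hr at 30C, reporting rescue of FUS-induced yeast toxicity. Cells at OD 0.005 in galactose (2%) minimal medium; compounds tested in a dilution series; CP55940 titration from 92uM final as control.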
aSyn rescue: qHTS of alpha-syn Inhibitors | Yeast expressing alpha-synuclein, growth rescue, BacTiter-Glo, 24 h | Potency, µM (titrated, usually from 46.1 µM), for inactives: at the top dose growth rescue (activation), most hits filed as activators | hit rate 0.14% among 370,000 | AID 652106, 2013; also: % of control where 0% means no effect; nearly all actives have a fitted effect of over 65% in size
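Rescue of yeast growth: cells expressing toxic alpha-synuclein, induced in galactose at OD600 0.02, incubated with compound 24 h at 30 C. ATP luminescence quantified growth; inhibitors of toxicity appear as activators.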
EPAC2 ag: qHTS for Agonist of cAMP-regulated guanine nucleotide exchange factor 4 (EPAC2): primary screen; Rap guanine nucleotide exchange factor 4 (Homo sapiens), Q8WZA2; EPAC2 activation, biochemical qHTS; response scale: 100% = 6.5 mM cAMP response; Potency, µM (top dose mostly 154 µM), for inactives: at the highest dose activation, hits mostly activators; hit rate 0.079% among 360,000; also: nearly all actives have a fitted effect of over 50% in size
Target sequence (Q8WZA2 whole entry, looked up): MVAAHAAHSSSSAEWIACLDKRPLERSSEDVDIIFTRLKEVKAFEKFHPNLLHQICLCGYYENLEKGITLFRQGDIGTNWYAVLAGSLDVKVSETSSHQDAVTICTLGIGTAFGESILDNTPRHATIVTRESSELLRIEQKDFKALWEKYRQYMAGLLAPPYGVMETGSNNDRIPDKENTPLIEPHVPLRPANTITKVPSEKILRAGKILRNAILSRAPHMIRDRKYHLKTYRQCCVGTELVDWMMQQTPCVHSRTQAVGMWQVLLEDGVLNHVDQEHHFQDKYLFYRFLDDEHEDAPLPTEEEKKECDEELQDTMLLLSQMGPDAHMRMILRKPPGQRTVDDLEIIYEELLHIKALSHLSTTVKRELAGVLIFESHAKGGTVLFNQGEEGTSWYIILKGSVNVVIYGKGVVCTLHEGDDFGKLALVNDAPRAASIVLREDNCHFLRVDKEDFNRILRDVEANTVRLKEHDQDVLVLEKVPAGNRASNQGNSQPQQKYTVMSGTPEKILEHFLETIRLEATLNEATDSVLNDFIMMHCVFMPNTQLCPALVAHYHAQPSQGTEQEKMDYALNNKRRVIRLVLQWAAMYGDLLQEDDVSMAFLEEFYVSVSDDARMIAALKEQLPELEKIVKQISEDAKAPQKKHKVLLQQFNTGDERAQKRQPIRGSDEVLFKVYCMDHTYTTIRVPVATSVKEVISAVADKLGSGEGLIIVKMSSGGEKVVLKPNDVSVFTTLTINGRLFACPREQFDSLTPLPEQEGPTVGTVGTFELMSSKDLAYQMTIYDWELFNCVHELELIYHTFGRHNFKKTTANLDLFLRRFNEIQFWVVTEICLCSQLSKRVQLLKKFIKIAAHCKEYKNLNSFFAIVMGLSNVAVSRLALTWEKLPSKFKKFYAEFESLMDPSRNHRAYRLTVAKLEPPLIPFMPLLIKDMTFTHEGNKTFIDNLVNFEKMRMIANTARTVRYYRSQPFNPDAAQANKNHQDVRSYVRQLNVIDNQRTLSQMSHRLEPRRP
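qHTS, titration series. 100 nM EPAC2 / 250 nM Rap1B-BODIPY-GDP / 50 uM GDP; RT; ex 480/em 540 nm, 5-min reads to 30 min. Norm. to 6.5 mM cAMP = activation.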
EPAC1 ag: qHTS for Agonist of cAMP-regulated guanine nucleotide exchange factor 3 (EPAC1): primary screen; hit rate 0.073% among 360,000; Rap guanine nucleotide exchange factor 3 (Homo sapiens), O95398; AID 720707, 2013; Potency, µM (titrated, usually from 154 µM), without a hit: top-dose activation, most hits filed as activators; EPAC1 agonist qHTS, biochemical assay; response scale: 100% = response to 6.5 mM cAMP; also: nearly all actives have a fitted effect of over 60% in size
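Compounds were pinned as a concentration titration into mixtures of EPAC1 (100 nM), BODIPY-GDP-loaded Rap1B (250 nM) and GDP (50 uM). After 5 min at room temperature, fluorescence was followed for 30 min; activity was scaled to 6.5 mM cAMP.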
EPAC2 antagonist: qHTS for Antagonist of cAMP-regulated guanine nucleotide exchange factor 2 (EPAC2): primary screen. Rap guanine nucleotide exchange factor 4 (Homo sapiens), Q8WZA2. EPAC2 GEF exchange of Rap1B-BODIPY-GDP, fluorescence. Potency, µM (series often up to 114 µM), inactives show at the highest dose activity, negative = inhibition, most hits filed as inhibitors. hit rate 0.18% among 360,000. AID 720708, 2013; also: % is scaled to controls: 0 for no effect and ±100 for the full control effect; nearly all actives have a fitted effect of over 45% in size; many of its hits are not listed in these tables
PTHR1 agonist: qHTS for PTHR1 Agonists: Primary Screen | Potency, µM (series often up to 115 µM), without a hit: top-dose activation, most hits filed as activators | hit rate 0.075% among 410,000 | Parathyroid hormone/parathyroid hormone-related peptide receptor (Homo sapiens), Q03431 | HEK293 GP2 PTHR1 cells, GloSensor cAMP luminescence, 1 h; also: nearly all actives have a fitted effect of over 55% in size; some results filed as inactive show a strong effect at the top dose; inactives centre near -15; many of its hits are not listed in these tables
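HEK-293-derived GP2 cells expressing PTHR1 and a GloSensor cAMP reporter, 3,000/well, plated overnight, given luciferin plus IBMX (each 0.5 mM as added) for 1 h at 37 °C, then compound for 1 h at 37 °C. Luminescence was read after 15 min at room temperature.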
TDP-43 yeast inh: qHTS of TDP-43 Inhibitors | TDP-43 expressing yeast growth rescue, BacTiter-Glo, 24 h | Potency, µM (series often up to 46.1 µM), for inactives: at the top dose growth rescue (activation), actives largely listed as activators | hit rate 1.8% among 410,000 | AID 652104, 2013; also: % of control where 0% means no effect; nearly all actives have a fitted effect of over 50% in size
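Galactose-induced TDP-43 yeast, OD600=0.02, compound pinned; 24 hr, 30 deg C; BacTiter-Glo luminescence for growth. Inhibitors of TDP-43 toxicity read as activators.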
* hit, by the source's call; i = inactive; u = inconclusive; x = not tested or not shown; & = joins results of further samples; [ ] = dose if it differs, or a comment. Calls follow the shape of the dose curve; as a rule, active = well fitted curve in the direction sought with a large enough effect; inconclusive = small, poorly fitted or top-dose-only effect, or another doubt; inactive = no such curve, though single readings can be large; an effect the other way counts as inactive or inconclusive. Potency is read from the fitted curve at half-maximal effect. An excerpt; count on the stated rates, not on these rows.

SMILES | EPAC1 antagonist | FUS yeast rescue | aSyn rescue | EPAC2 ag | EPAC1 ag | EPAC2 antagonist | PTHR1 agonist | TDP-43 yeast inh
CCc1nc2c(OCc3ccc(OC)cc3)cccn2c1N(C)C(=O)C(C)C | -5% | -4% | -4% | 4% | 7% | u | -13% | 17%
CCOc1ccc(-c2nc(CSc3nncs3)cs2)cc1OC | -2% | 39% | -5% | 12% | 1% | 4% | -26% | u
O=C(O)/C=C/c1cn(-c2ncc(C(F)(F)F)cc2Cl)c2ccccc12 | -7% | 21% | 11% | 10% | -4% | -13% | -6%[57.5 µM] | -2%
O=C(c1ccccc1Cl)N1CCc2ccccc2C1 | -20% | 18% | 14% | 1% | -5% | 11% | -46%[inhibitor][57.5 µM] | -11%
O=C(NCCCN1CCOCC1)C(=O)NCC1OCCCN1S(=O)(=O)c1cc(F)ccc1F (centres undefined) | 0% | u | 0% | 4% | -5% | 18% | i | 0%
COc1ccccc1C(=O)COC(=O)c1ccccc1OCC(=O)Nc1ccc(SC(F)F)cc1 | -22% | x | -5% | 16% | 9% | 0% | -19% | 15%
CC1(C(=O)NS(=O)(=O)Cc2cccc(Cl)c2)CCN1C(=O)CCc1cccs1 (centres undefined) | -15% | -8% | -4% | -7% | 5% | -12% | -19% | 19%
Clc1ccc(-n2cccc2CN2CCc3c([nH]c4ccccc34)C2c2ccccn2)nc1 (centres undefined) | -23% | 25% | -3% | 12% | 11% | -14% | -4% | -4%
CCN(CC)C(=O)CSc1nc2ccsc2c(=O)n1CCCC(=O)NCCc1ccc(S(N)(=O)=O)cc1 | u | 12% | 10% | 1% | -1% | 0% | i | -7%
COc1ccc(C(=O)N/C(=C\c2cn(S(=O)(=O)N(C)C)c3ccccc23)C(=O)NCCCN2CCOCC2)cc1 | 1% | 11% | 2% | 3% | -13% | 6% | i | 8%
CC(=O)NC(Cc1cc(C)ccc1C)C(=O)N1CCN(C(=O)c2ccc(Br)cc2)CC1 (centres undefined) | -18% | 13% | 0% | -2% | -10% | -6% | -30% | 10%
CCc1nnc(NS(=O)(=O)c2ccc(NS(=O)(=O)c3ccccc3[N+](=O)[O-])cc2)s1 | -3% | u | -3% | 3% | -1% | -10% | i | -13%
O=C(NCc1cccc(Br)c1)C1CC(c2cc(C(F)(F)F)cc(C(F)(F)F)c2)=NO1 (centres undefined) | -7% | -16% | -15% | -7% | -12% | -2% | -16% | u
O=C(OCc1nnc(-c2ccccc2)o1)c1cc(F)c(F)cc1Cl | 2% | 39% | 6% | 6% | 13% | -4% | -11% | 27%
NS(=O)(=O)c1cc(C(=O)OCC(=O)NC2CC2)ccc1Cl | -21% | -24% | -17% | 0% | -13% | 0% | -2% | 6%
COc1ccc(C2=NN3C(=O)c4c(ccc(OC)c4OC)C3C2)cc1 (centres undefined) | -6% | 13% | 0% | 10% | -6% | 3% | i | 9%
NCCN1CCN2C(=O)CN(C(=O)c3ccccc3)CC12 (centres undefined) | -19% | -15% | 2% | 0% | -3% | 2% | 19% | -13%
Cc1nc(C)n(CC(C)C(=O)N2CCN(S(=O)(=O)c3ccc(Cl)cc3)CC2)n1 (centres undefined) | -12% | 9% | -1% | 8% | -1% | 5% | -35%[inhibitor] | -17%
COc1ccc(NC(=O)CSc2ccc(-c3ccco3)nn2)c(OC)c1 | -5% | 29% | -1% | 11% | -1% | -3% | -21% | 28%
CCN(CC)S(=O)(=O)c1ccc(N2CCCC2)c(NC(=O)C2CSC3(C)CCC(=O)N23)c1 (centres undefined) | 11% | 16% | 4% | -1% | -1% | 9% | -18% | 14%
COCC(=O)N(C)C[C@H]1N[C@@](C)(C(=O)OC)[C@H]2C(=O)N(Cc3ccccc3)C(=O)[C@@H]12 | -22% | -21% | 1% | 3% | 1% | -3% | -10% | 12%
O=C(CN1C(=O)c2cccc([N+](=O)[O-])c2C1=O)N1CCN(c2ccc(F)cc2)CC1 | 9% | 14% | 1% | 1% | 0% | -1% | -7% | 24%
CC(C)CC(=O)N[C@H](C(=O)N[C@H](C(=O)N[C@@H](CC(C)C)[C@@H](O)CC(=O)N[C@@H](C)C(=O)N[C@@H](CC(C)C)[C@@H](O)CC(=O)O)C(C)C)C(C)C | -26% | -10% | 2% | -12% | -4% | -11% | -38%[inhibitor] | u
CNC(=O)c1ccsc1NC(=O)c1ccc(Cl)s1 | -16% | -5% | -24% | 20% | 2% | -6% | -32%[inhibitor] | u
O=C1c2ccccc2-c2n[nH]c3cccc1c23 | 9% | 17% | 2%&12% | 3% | -3% | -4% | -23% | u

4 entries from above, sorted by molar mass, smallest number first.
SMILES | EPAC1 antagonist | FUS yeast rescue | aSyn rescue | EPAC2 ag | EPAC1 ag | EPAC2 antagonist | PTHR1 agonist | TDP-43 yeast inh
NS(=O)(=O)c1cc(C(=O)OCC(=O)NC2CC2)ccc1Cl | -21% | -24% | -17% | 0% | -13% | 0% | -2% | 6%
CCOc1ccc(-c2nc(CSc3nncs3)cs2)cc1OC | -2% | 39% | -5% | 12% | 1% | 4% | -26% | u
O=C(O)/C=C/c1cn(-c2ncc(C(F)(F)F)cc2Cl)c2ccccc12 | -7% | 21% | 11% | 10% | -4% | -13% | -6%[57.5 µM] | -2%
O=C(CN1C(=O)c2cccc([N+](=O)[O-])c2C1=O)N1CCN(c2ccc(F)cc2)CC1 | 9% | 14% | 1% | 1% | 0% | -1% | -7% | 24%

The listing picks up, starting two compounds before the break.
SMILES | EPAC1 antagonist | FUS yeast rescue | aSyn rescue | EPAC2 ag | EPAC1 ag | EPAC2 antagonist | PTHR1 agonist | TDP-43 yeast inh
CNC(=O)c1ccsc1NC(=O)c1ccc(Cl)s1 | -16% | -5% | -24% | 20% | 2% | -6% | -32%[inhibitor] | u
O=C1c2ccccc2-c2n[nH]c3cccc1c23 | 9% | 17% | 2%&12% | 3% | -3% | -4% | -23% | u
C[C@H]1CN([C@@H](C)CO)C(=O)c2cccc(NC(=O)Nc3ccc(C(F)(F)F)cc3)c2O[C@@H]1CN(C)S(=O)(=O)c1ccccc1 | u | u | -10% | -13% | -27% | -10% | i | 8%
COCCN(C(=O)c1cc2c(s1)CCCCC2)c1c(N)n(CC(C)C)c(=O)[nH]c1=O | 0% | 4% | -2% | 4% | -5% | 15% | -10% | 16%
O=C(c1ccc(-c2ccccc2)cc1)N1CCC2CC1c1cc(-c3ccc4c(c3)OCO4)ccc12 (centres undefined) | -22% | 20% | 2% | 6% | 9% | 3% | -23% | 0%
Cc1nnc(NC(=O)c2ccc(S(=O)(=O)N(C)Cc3ccccc3)cc2)o1 | -7% | 17% | u | 0% | -12% | -18% | i | 18µM*
O=C(/C=C/c1ccco1)NC(=S)Nc1cccc([N+](=O)[O-])c1 | u | 25% | -4% | 4% | 6% | -5% | -2% | 10%
O=C1CCCN1CN(C(=O)c1ccc2c(c1)OCO2)c1cccc(Cl)c1 | -4% | -4% | x | 7% | 10% | -1% | -33%[inhibitor] | -17%
COc1ccc(C(=O)Nc2ccccc2N2CCCCC2)cc1[N+](=O)[O-] | -12% | 43% | -3% | 9% | -1% | -25% | 16% | 18µM*
Cc1ccc(S(=O)(=O)NCc2ccncc2)cc1C(=O)NCC(C)C | 4% | 15% | -3% | 27% | -7% | 16% | i | 9%
O=S(=O)(c1ccc(N=C2NN=C(c3cc(F)ccc3F)CS2)cc1)N1CCOCC1 | -6% | u | -14% | 4% | 3% | 2% | i | -13%
COC(=O)Nc1csc2c1NC(=O)CCCC2 | 3% | -2% | -3% | 8% | 8% | 0% | -10% | -11%
CCCCn1c(N)c(N(CCC(C)C)C(=O)c2[nH]c(C)c(C(=O)OCC)c2C)c(=O)[nH]c1=O | 12% | 33% | -4% | -3% | -1% | -6% | u | -21%
CCn1cc(/C=C(\NC(=O)c2ccc(OC)c(OC)c2)C(=O)N2CCOCC2)c2ccccc21 | 8% | 18% | 5% | 5% | 4% | -2% | i | 16%
COCC(=O)N(Cc1cc2cc(C)ccc2[nH]c1=O)c1ccccc1 | 7% | -10% | -2% | 1% | 1% | 12% | u | -23%
C=CCC[C@H](Cc1ccc(F)cc1)C(=O)OC[C@@H](C)NC(=O)[C@H](CC=C)CC(=O)NCCO | 11% | 6% | 5% | -3% | -2% | 12% | i | 11%
O=C(NCCCN1CCOCC1)c1ccc2c(c1)N(Cc1ccc(Cl)cc1)C(=O)c1ccccc1S2=O (centres undefined) | -3% | -3% | -17% | -1% | -8% | 5% | -15% | 0%
CN(C)c1ccc(NC(=O)c2sc(SCC(=O)Nc3nccs3)nc2N)cc1 | -1% | u | -13% | 11% | 14% | -2% | -27% | 29%
Cc1cccc(C(=O)n2c(=S)nc3cc(C)ccn32)c1 | -6% | 7% | 3% | -1% | 6% | 4% | -29% | 1%
COc1ccc(C(=O)Nc2sc3c(c2C#N)CCN(C(C)=O)C3)cc1 | -20% | 28% | -1% | 2% | 5% | -6% | i | -4%[0.397 µM]
CCN1C(=O)[C@H]2[C@@H](c3ccc(-c4ccc(C(C)=O)cc4)c(OC)c3)N3CCCC[C@@]3(C(=O)OC)[C@H]2C1=O | 1% | u | u | 5% | 2% | -7% | -23% | 14µM*
O=C(O)c1cc(N/N=C/c2ccc(N3CCOCC3)s2)ccc1Cl | 15% | 40% | -2% | 2% | 4% | 4% | -20% | 10%
CCN=C1SC(C(=O)Nc2cccc(OCC)c2)CC(=O)N1CC (centres undefined) | 4% | -1% | 2% | -1% | 8% | -16% | -44%[inhibitor] | -7%
CCCCCCCNC(=O)C1(CC2CC(c3ccc(Cl)cc3)=NO2)CCN(C(=O)c2ccccc2)CC1 (centres undefined) | -6% | -5% | 3% | -15% | 10% | 11% | i | 17%
N#Cc1ccc(N2C(=O)[C@@H]3C(C(=O)c4cnccn4)=NN[C@@H]3C2=O)cc1 | 2% | 35% | -3% | 11% | -2% | 10% | i | -26%
O=C(c1cc(-c2ccc(Cl)cc2Cl)on1)N1CCCCCC1 | u | 40% | -8% | 21% | 10% | -16% | -27% | 9%
